Abeta rescue: A-beta toxicity reversal in yeast; yeast expressing A-beta42, growth rescue, OD600, 48 h; response scale: 0% DMSO, 100% iron-clioquinol control; Potency, µM (series often up to 46.1 µM), without a hit: top-dose growth rescue, most hits filed as activators; actives 0.063% (n = 410,000); also: potency is read from the fitted curve at half-maximal effect; nearly all actives have a fitted effect of over 55% in size
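Yeast growth medium received pinned compounds, then yeast cells expressing toxic A-beta were added; plates incubated at 30 C for 48 hr. Growth read as absorbance at 600 nm, normalized to DMSO and equimolar FeCl3 plus clioquinol controls.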
DRD3 antagonist: blocks the human D3 dopamine receptor; actives 2.5% (n = 360,000); D3R cells, DiscoveRx beta-arrestin luminescence, antagonist mode; hits give low values; AID 652054; max response, negative = inhibition, %; P35462; in the data active = max response below about -50%; inconclusive = no clear call, values can overlap the other calls; also: % is scaled to controls: 0 for no effect and ±100 for the full control effect; mostly tested at two doses, the higher about 12 µM
Target sequence (P35462 whole entry, looked up): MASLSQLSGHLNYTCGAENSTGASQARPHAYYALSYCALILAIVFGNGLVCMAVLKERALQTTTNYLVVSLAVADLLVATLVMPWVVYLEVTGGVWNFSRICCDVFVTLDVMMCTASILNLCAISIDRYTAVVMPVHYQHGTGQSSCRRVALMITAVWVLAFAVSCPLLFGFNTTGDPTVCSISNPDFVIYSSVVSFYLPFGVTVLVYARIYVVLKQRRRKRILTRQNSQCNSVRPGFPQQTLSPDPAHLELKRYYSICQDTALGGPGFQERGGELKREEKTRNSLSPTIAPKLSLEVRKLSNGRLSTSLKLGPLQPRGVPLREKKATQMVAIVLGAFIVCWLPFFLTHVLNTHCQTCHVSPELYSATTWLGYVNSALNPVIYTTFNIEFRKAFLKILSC
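Cells plated overnight at 1500 cells/well, then exposed to library compounds with dopamine controls for 90 minutes at 37 degrees C. DiscoveRx reagent added for 30–60 minutes at room temperature; luminescence read, quantitative HTS format.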
EPAC2 ag: EPAC2 (human) agonism. EPAC2 activation, biochemical qHTS; response scale: 100% = 6.5 mM cAMP response. AID 720711. actives 0.079% (n = 360,000). Q8WZA2. Potency, µM (doses to about 154 µM), for the others: top-dose activation, hits mostly activators; also: potency is read from the fitted curve at half-maximal effect; nearly all actives have a fitted effect of over 50% in size
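In this primary screen, activation is scored as increased exchange of BODIPY-GDP from Rap1B by 100 nM EPAC2, with 50 uM GDP as competitor. Signal is normalized to the 6.5 mM cAMP agonist control.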
FUS suppressor: rescues growth of FUS-expressing yeast | S. cerevisiae FUS-expressing, growth rescue, OD600, 24 h | Potency, µM (series often up to 76.6 µM), inactives show at the top dose growth rescue (activation), most hits filed as activators | actives 0.24% (n = 390,000);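 also: potency is read from the fitted curve at half-maximal effect; plate controls were DMSO vehicle for no effect and reference control for full effect; nearly all actives have a fitted effect of over 55% in size; some results filed as inactive show a strong effect at the top dose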
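Galactose (2%) drives FUS expression in yeast precultured in raffinose; seeding density OD 0.005. Test compounds incubated 24hr at 30C and 99% humidity before absorbance at 600 nm was measured.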
aSyn rescue: rescues yeast growth from alpha-synuclein toxicity | Potency, µM (titrated, usually from 46.1 µM), for the others: at the highest dose growth rescue (activation), hits mostly activators | AID 652106 | Yeast expressing alpha-synuclein, growth rescue, BacTiter-Glo, 24 h | actives 0.14% (n = 370,000); also: potency is read from the fitted curve at half-maximal effect; % of control where 0% means no effect; nearly all actives have a fitted effect of over 65% in size
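Rescue of yeast growth: cells expressing toxic alpha-synuclein, induced in galactose at OD600 0.02, incubated with compound 24 h at 30 C. ATP luminescence quantified growth; inhibitors of toxicity appear as activators.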
TDP43 rescue: TDP-43 toxicity inhibition in yeast; Potency, µM (series often up to 46.1 µM), for the others: at the highest dose growth rescue (activation), actives largely listed as activators; TDP-43 expressing yeast growth rescue, BacTiter-Glo, 24 h; actives 1.8% (n = 410,000); also: potency is read from the fitted curve at half-maximal effect; % of control where 0% means no effect; nearly all actives have a fitted effect of over 50% in size
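Luminescence from BacTiter-Glo reports growth of TDP-43-expressing yeast after 24 hr at 30 deg C with compound. Cells were raffinose-pregrown to mid-log, then seeded in galactose medium at OD600=0.02.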
DRD3 agonist: agonists of human D3 dopamine receptor | P35462 | D3R DiscoveRx beta-arrestin cells, luminescence, 90 min | max activation, % | actives 0.58% (n = 410,000) | AID 652048; in the data active = max activation above about 30%; also: 0% is about no effect; mostly tested at two doses, the higher about 12 µM
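Agonist mode: compounds and dopamine controls were applied to plated cells for 90 min at 37 degrees C after an overnight attachment at 1500 cells/well. Luminescent read-out followed 30 - 60 minutes at room temperature with DiscoveRx detection reagent.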
EPAC2 antagonist: antagonists of human EPAC2. AID 720708. Potency, µM (titrated, usually from 114 µM), for the others: at the top dose activity, negative = inhibition, hits mostly inhibitors. EPAC2 GEF exchange of Rap1B-BODIPY-GDP, fluorescence. actives 0.18% (n = 360,000); also: potency is read from the fitted curve at half-maximal effect; % is scaled to controls: 0 for no effect and ±100 for the full control effect; nearly all actives have a fitted effect of over 45% in size; many of its hits are not listed in these tables
Active calls of the source: *; ? = inconclusive; . = no result given; & = joins results of further samples; [ ] = dose if it differs, or a comment. Unless noted, calls follow the shape of the dose curve; as a rule, active = well fitted curve in the direction sought with a large enough effect; inconclusive = small, poorly fitted or top-dose-only effect, or another doubt; inactive = no such curve, though single readings can be large; an effect the other way counts as inactive or inconclusive. The list is partial; rates above refer to the full screens.

Compound	Abeta rescue	DRD3 antagonist	EPAC2 ag	FUS suppressor	aSyn rescue	TDP43 rescue	DRD3 agonist	EPAC2 antagonist
COc1ccc(NC(=O)c2cccc(N3C(=O)C4C5CCC(C5)C4C3=O)c2)cc1 (stereo not given)	8%	11	-6%	-2%	3%	3%	0	3%
O=C(NN1C(=O)/C(=C\c2cccnc2)SC1=S)C(c1ccccc1)c1ccccc1	15%	0	-9%	.	20%	-19%	4	-8%
CC(C)(C)c1ccccc1NC(=O)NC1CCN(Cc2c(F)cccc2Cl)CC1	12%	-13	-4%	-2%	3%	13%	3	-2%
O=c1[nH]cnc2sc3c(c12)CCCC3	4%	7	-4%	-8%	4%	17%	2	-6%
CCOc1ccc(CNC(=O)c2cnc3sc(N4CCC(C)CC4)nn3c2=O)cc1OC	-16%	.	.	1%	.	-4%	-12	.
Cc1ncc(CO)c(CNc2ccc(-c3nc4ccccc4[nH]3)cc2)c1O	0%	-1	9%	-6%	-24%	-2%	-2	10%
Cn1c(SCC(=O)NCc2ccco2)nnc1-c1ccccc1	6%	?	16%	-5%	2%&1%	5%	-4	-2%
O=C(Nc1cc2c(oc1=O)CCCC2=O)c1cccc(Cl)c1	-14%	-13	5%	1%	4%	11%	1	3%
Cc1cc(CN(C)C(=O)CCc2nnc(Cc3cccc(C(F)(F)F)c3)o2)on1	6%	16	5%	-1%	-6%	-11%[0.397 µM]	7	4%
CC(=O)c1cccc(NC(=O)c2cccc(NC(=O)c3ccco3)c2)c1	0%	8	2%	24%	-3%	-24%	-12	5%
O=S(=O)(NCc1cccs1)NCc1ccccc1F	8%	9	0%	-13%	9%	-18%[0.397 µM]	5	6%
CCOC(=O)C1=C(N)c2ccccc2CC1C1CCCC1 (stereo not given)	-9%	13	0%	-25%	6%	1%	-8	16µM*
CC1CCC(=NNS(=O)(=O)c2ccc([N+](=O)[O-])cc2)CC1 (stereo not given)	?	-12	18%	30%	-11%	-10%	-13	-2%
CCOc1ccc2c(c1)C(C)=CC(C)(C)N2S(=O)(=O)c1ccc(F)cc1	?	-12	11%	-15%	-6%	12%	-17	-19%
CCn1cc(C(=O)N[C@H](C(=O)NCCO)C(C)C)c(=O)c2cc3c(cc21)OCO3	3%	-15	2%	17%	3%	-9%	51*	?

Reprinted at random: 5 compounds from above, in no set order.
Compound	Abeta rescue	DRD3 antagonist	EPAC2 ag	FUS suppressor	aSyn rescue	TDP43 rescue	DRD3 agonist	EPAC2 antagonist
CC1CCC(=NNS(=O)(=O)c2ccc([N+](=O)[O-])cc2)CC1 (stereo not given)	?	-12	18%	30%	-11%	-10%	-13	-2%
CC(C)(C)c1ccccc1NC(=O)NC1CCN(Cc2c(F)cccc2Cl)CC1	12%	-13	-4%	-2%	3%	13%	3	-2%
CC(=O)c1cccc(NC(=O)c2cccc(NC(=O)c3ccco3)c2)c1	0%	8	2%	24%	-3%	-24%	-12	5%
O=C(Nc1cc2c(oc1=O)CCCC2=O)c1cccc(Cl)c1	-14%	-13	5%	1%	4%	11%	1	3%
CCOc1ccc(CNC(=O)c2cnc3sc(N4CCC(C)CC4)nn3c2=O)cc1OC	-16%	.	.	1%	.	-4%	-12	.

Going on with the list:
Compound	Abeta rescue	DRD3 antagonist	EPAC2 ag	FUS suppressor	aSyn rescue	TDP43 rescue	DRD3 agonist	EPAC2 antagonist
Cc1ccc(-n2ncc3c(Nc4cccc(C)c4C)ncnc32)cc1	4%	.	.	-4%	.	6%	5	.
CSCC[C@H](N)C(=O)NC[C@H]1O[C@@H](n2cnc3c(N)ncnc32)[C@H](O)[C@@H]1O	-1%	12	8%	-18%	-2%	?	-5	12%
Cc1ccc(C2CC(=O)Nc3c2ccc2ccccc32)cc1[N+](=O)[O-] (stereo not given)	-4%	-4	11%	31%	11%	25µM*	5	-1%
Cc1ccc2nsnc2c1S(=O)(=O)N1CCN(Cc2ccc3c(c2)OCO3)CC1	-13%	-11	20%	-11%	3%	-14%	3	-11%
Cc1ccc(-c2nc3sc(CCNC(=O)c4ccco4)c(C)n3n2)cc1	-19%	.	.	-13%	.	20µM*	40*	.
CCC(C)(C(=O)NC1CCCC1)N(C)C(=O)Cc1c[nH]c2ccccc12 (stereo not given)	-5%	9	1%	-1%	0%	13%	3	3%
COC(=O)CC(=O)CSc1nc2c(cc1C#N)CCCCC2	-5%	-9	-11%	12%	9%	12%	-6	0%
C[C@H](O)[C@H](O)[C@H]1CNc2nc(N)[nH]c(=O)c2N1	-23%	-22	-1%	-43%	0%	10%	-4&-2	15%
O=C(Nc1cccc2ccccc12)c1ccc([N+](=O)[O-])o1	-83%[inhibitor]	-16	7%	5%	-4%	-50%[inhibitor]	1	-3%
O=C(Nc1ccc2oc(=O)ccc2c1)c1ccccc1[N+](=O)[O-]	5%	-8	15%	-30%	0%	19%	1	6%
COc1ccc(S(=O)(=O)N2CCOCC2)cc1NC(=O)Cc1c(Cl)cccc1Cl	0%	16	1%	.	-12%	1%	-4	-3%
Cc1cccc(C)c1NC(=O)CCCN1C(=O)CCn2nc(-c3cn(C)c4ccccc34)cc21	-9%	.	.	?	.	12%	-16	.
CC(NC(=O)c1cccc(S(=O)(=O)N(C)C)c1)c1nc2ccccc2[nH]1 (stereo not given)	8%	-14	10%	6%	-1%	-5%	-10	-1%
